Bioassay records (PubChem BioAssay)
PGK inhibitor: qHTS Assay to Find Inhibitors of Phosphoglycerate Kinase | AID 602233, 2012 | Potency, µM (titrated, usually from 57.5 µM), without a hit: at the highest dose activity change, negative = inhibition, hits mostly inhibitors | 380,000 tested, 0.043% active | Phosphoglycerate kinase, glycosomal (Trypanosoma brucei brucei), P07378 | PGK/GAPDH coupled, Kinase-Glo luminescence, 60 min; further: potency means the concentration at half of the fitted maximal effect; on the % scale 0 is the no-effect control and ±100 the full control effect; nearly all actives have a fitted effect of over 60% in size
Target sequence (P07378 whole entry, looked up): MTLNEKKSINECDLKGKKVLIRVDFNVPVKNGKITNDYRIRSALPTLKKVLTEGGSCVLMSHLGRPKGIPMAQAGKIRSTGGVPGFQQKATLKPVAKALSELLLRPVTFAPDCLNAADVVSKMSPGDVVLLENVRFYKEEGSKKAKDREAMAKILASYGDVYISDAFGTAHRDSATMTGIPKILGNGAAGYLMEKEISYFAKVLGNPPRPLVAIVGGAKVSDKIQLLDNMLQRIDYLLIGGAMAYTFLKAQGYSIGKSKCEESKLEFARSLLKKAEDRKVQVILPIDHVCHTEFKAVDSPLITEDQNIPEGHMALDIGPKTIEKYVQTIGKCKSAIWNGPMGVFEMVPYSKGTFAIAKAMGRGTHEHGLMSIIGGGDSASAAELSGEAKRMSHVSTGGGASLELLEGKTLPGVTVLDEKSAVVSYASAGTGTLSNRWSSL
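Luminescent ATP detection (Kinase-Glo Plus) follows a 60-minute room-temperature incubation, with wells lacking PGK as controls. Buffer: 100 mM TEA (pH 7.6), 5 mM MgCl2, 0.01% Tween-20. Coupling enzyme GAPDH (100 nM final) supplies unstable 1,3-BPG in-well.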
Pin1 inhibitor: qHTS Assay to Find Inhibitors of Pin1 | Peptidyl-prolyl cis-trans isomerase NIMA-interacting 1 (Homo sapiens), Q13526 | Pin1 FP peptide displacement, HiFluor488, 10 min | Potency, µM (top dose mostly 115 µM), for the others: at the highest dose activity, negative = inhibition, usual class: inhibitors | 390,000 tested, 0.009% active | AID 504891, 2011; active means well fitted inhibition curve with a large enough effect in the polarisation, with a control signal flat, not every such curve was filed as active; inconclusive means small, poorly fitted or top-dose-only effect, or effect the other way, or a change in a side signal; inactive means no such curve, though single readings can be large or run the other way; the % refers to the polarisation; further: potency means the concentration at half of the fitted maximal effect; on the % scale 0 is the no-effect control and ±100 the full control effect
USP1-UAF1 inh: Inhibitors of USP1/UAF1: Primary Screen | Ubiquitin carboxyl-terminal hydrolase 1 (Homo sapiens), O94782 | recombinant USP1/UAF1, Ub-Rhodamine cleavage fluorescence | Potency, µM (series often up to 57.1 µM), for inactives: at the top dose activity change, negative = inhibition, usual class: inhibitors | 390,000 tested, 0.23% active; further: potency means the concentration at half of the fitted maximal effect; on the % scale 0 is the no-effect control and ±100 the full control effect; nearly all actives have a fitted effect of over 60% in size; inactives centre near -12
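1 nM enzyme complex + cpd, 15 min RT; start with Ub-Rho 150nM final; kinetic fluorescence ex 480/em 540, 6 reads q60 s. Buffer 50mM HEPES pH 7.8, 0.5mM EDTA, 0.1 mg/ml BSA, 1mM TCEP, 0.01% Tween-20.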
TrxR1 substrate: qHTS Assay for Substrates of Mammalian Selenoprotein Thioredoxin Reductase 1 (TrxR1): qHTS; Thioredoxin reductase 1, cytoplasmic (Rattus norvegicus), O89049; purified TrxR1 substrate turnover, NADPH consumption readout; Potency, µM (doses to about 114 µM), without a hit: top-dose activity change, negative = substrate turnover; 390,000 tested, 0.01% active; further: potency means the concentration at half of the fitted maximal effect; on the % scale 0 is the no-effect control and ±100 the full control effect; nearly all actives have a fitted effect of over 50% in size
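Rat TrxR1, dispensed at 90 nM, was prereduced with 400 uM NADPH (final) for 5 min at ~22 deg C, then incubated with compound 15 min before 400 uM selenite. A first-read NADPH fluorescence drop versus no-compound background flagged substrates.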
HP1b binding inh: HTS for Inhibitors of HP1-beta Chromodomain Interactions with Methylated Histone Tails; Chromobox protein homolog 1 (Homo sapiens), P83916; AlphaScreen HP1-beta / biotin-H3K9me3 peptide binding; Potency, µM (doses to about 114 µM), inactives show at the top dose activity change, negative = inhibition, hits mostly inhibitors; 390,000 tested, 0.56% active; further: potency means the concentration at half of the fitted maximal effect; nearly all actives have a fitted effect of over 70% in size; inactives centre near 23
Target sequence (P83916 whole entry, looked up): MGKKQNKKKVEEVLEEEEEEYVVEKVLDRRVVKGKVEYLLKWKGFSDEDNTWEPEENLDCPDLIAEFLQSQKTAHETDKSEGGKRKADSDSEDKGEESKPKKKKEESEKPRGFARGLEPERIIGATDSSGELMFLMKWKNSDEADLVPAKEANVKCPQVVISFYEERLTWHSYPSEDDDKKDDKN
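Compound inhibition of the preformed complex between 50 nM HP1-beta and 50 nM biotinylated H3K9me3 peptide was read by AlphaScreen. Buffer was PBS pH 7.4 with 0.01% Tween-20. Incubations ran 30 min at room temperature, with 10 ug/mL donor/acceptor beads.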
rTrxR1 inhibitor: qHTS Assay for Inhibitors of Mammalian Selenoprotein Thioredoxin Reductase 1 (TrxR1): qHTS. Potency, µM (highest dose often 114 µM), inactives show at the highest dose activity change, negative = inhibition, most hits filed as inhibitors. recombinant rTrxR1, NADPH fluorescence consumption, selenite substrate. 390,000 tested, 1% active; further: potency means the concentration at half of the fitted maximal effect; on the % scale 0 is the no-effect control and ±100 the full control effect; nearly all actives have a fitted effect of over 65% in size
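Rat TrxR1 (90 nM in the dispensed reagent) was pre-reduced with 400 uM NADPH for 5 min at room temperature, then incubated with compound for 15 min. After 400 uM selenite was added, NADPH fluorescence (Ex 340/Em 450 nm) was followed for 8 min.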
GLS inhibitor: qHTS for Inhibitors of Glutaminase (GLS) | AID 624170, 2012 | 410,000 tested, 0.21% active | Potency, µM (highest dose often 45.5 µM), inactives show top-dose activity change, negative = inhibition, actives largely listed as inhibitors | Glutaminase kidney isoform, mitochondrial (Homo sapiens), O94925 | GLS enzymatic activity, qHTS titration; further: potency means the concentration at half of the fitted maximal effect; on the % scale 0 is the no-effect control and ±100 the full control effect
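hKGA in 45 mM KH2PO4 pH 8.2, 0.02% Tween-20 with pin-transferred compounds; 1 mM L-glutamine (stock) plus glutamate oxidase/HRP/Amplex Red coupling added. Fluorescence read initially and after 30 min at RT.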
IDH1 R132H inh: qHTS for Inhibitors of mutant isocitrate dehydrogenase 1 (IDH1): qHTS; Potency, µM (series often up to 76.6 µM), for inactives: at the highest dose activity change, negative = inhibition, usual class: inhibitors; Isocitrate dehydrogenase [NADP] cytoplasmic (Homo sapiens), O75874; IDH1-R132H enzyme, NADPH consumption, diaphorase/resazurin fluorescence; 390,000 tested, 0.093% active; further: potency means the concentration at half of the fitted maximal effect; on the % scale 0 is the no-effect control and ±100 the full control effect; nearly all actives have a fitted effect of over 65% in size
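IDH1-R132H (0.5 ug/mL dispensed) in pH 7.5 Tris buffer was preincubated 30 min with compound, then given a substrate mix of 0.016 mM NADPH and 2 mM alpha-KG for 80 min at room temperature; remaining NADPH was read by diaphorase/resazurin fluorescence.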
PI4K2A inh: qHTS for small molecular inhibitors of PI4K2A; activity change, negative = inhibition, % at 76.9 µM; 420,000 tested, 0.13% active; purified PI4K2A, ADP-Glo luminescence, 1 h; stronger effect = lower value; Phosphatidylinositol 4-kinase type 2-alpha (Homo sapiens), Q9BTU6; AID 1346378, 2018; in the data active means activity change below about -50%; inconclusive means mostly about -30% to -49%;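 further: -100% = wells without enzyme as full effect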
Target sequence (Q9BTU6 whole entry, looked up): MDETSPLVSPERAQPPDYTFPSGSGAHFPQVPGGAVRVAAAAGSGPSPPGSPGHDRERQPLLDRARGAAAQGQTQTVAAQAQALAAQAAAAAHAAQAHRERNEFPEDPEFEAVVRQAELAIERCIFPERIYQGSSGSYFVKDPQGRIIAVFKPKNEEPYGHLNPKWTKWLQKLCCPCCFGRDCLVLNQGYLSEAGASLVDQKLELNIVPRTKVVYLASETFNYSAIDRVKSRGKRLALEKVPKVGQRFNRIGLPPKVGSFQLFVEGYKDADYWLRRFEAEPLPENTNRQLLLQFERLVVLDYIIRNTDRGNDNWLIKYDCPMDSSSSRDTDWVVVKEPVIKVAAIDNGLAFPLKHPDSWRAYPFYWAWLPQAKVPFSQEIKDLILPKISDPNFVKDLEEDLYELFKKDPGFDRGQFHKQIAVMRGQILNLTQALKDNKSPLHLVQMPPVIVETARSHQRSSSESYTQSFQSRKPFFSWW
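PI4K2A activity was measured by ADP-Glo luminescence: enzyme (4 ug/mL stock) and phosphatidylinositol (1.2 mM stock) in Tris pH 7.5/MgCl2/EGTA/Triton X-100 buffer were reacted with ATP (300 microM stock) for one hour at ambient temperature.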
Numbers without * were called inactive; i = inactive; ? = inconclusive; · = not tested or not shown; & = joins results of further samples; [ ] = another dose, or the depositor's remark. Unless noted, the call rests on the fitted dose curve; in most records, active means well fitted curve in the direction sought with a large enough effect; inconclusive means small, poorly fitted or top-dose-only effect, or another doubt; inactive means no such curve, though single readings can be large; an effect the other way counts as inactive or inconclusive. An excerpt. The share of hits here may be higher or lower than overall.

SMILES	PGK inhibitor	Pin1 inhibitor	USP1-UAF1 inh	TrxR1 substrate	HP1b binding inh	rTrxR1 inhibitor	GLS inhibitor	IDH1 R132H inh	PI4K2A inh
CCN(CC)Cc1c(C(=O)N/N=C/c2cccc(OCc3ccc(F)cc3)c2)nnn1-c1nonc1N	i	2.0%	-14.0%	-5.6%	4.8%	27.5%	-12.4%	-0.5%	0.4
COc1ccccc1OCC(O)CO (centres undefined)	-2.9%	-5.1%	-15.4%	4.7%	37.3%	2.6%	-2.0%	-12.7%	-3.2&1.6
Cc1nc(NC(=O)c2ccccc2)sc1-c1cc(C(=O)O)nn1Cc1ccccc1	-4.3%	·	-23.1%	·	·	·	-3.1%	12.2%	-3.1
CCOc1ccc(-c2nn(-c3ccccc3)cc2/C=C(\C#N)S(=O)(=O)c2ccccc2)cc1C	-2.2%	35.0%[activator]	-23.4%	12.4%[57.1 µM]	48.1%[activator]	13.7%	6.6%	3.3%	2.3
Cc1cc(C(=O)N/N=C/c2ccccc2[N+](=O)[O-])c(C)o1	i	0.7%	-15.9%	-1.2%	23.6%	19.0%	0.3%	4.8%	4.9
COC(=O)CN(C#N)c1nc(NC(C)C)nc(OC)n1	·	-2.9%	-5.7%	10.7%	21.5%	12.8%	3.0%	3.0%	6.5
C=C(C)C(=O)Nc1nnc(-c2cccs2)s1	3.9%	-6.2%	-11.3%	-0.1%	37.0%	8.2%	-2.3%	1.2%	1.5
Cc1cccc(N/C(=N/S(=O)(=O)c2ccccc2)c2ccccc2)n1	-4.9%	-0.1%	-20.3%	0.8%	30.5%	15.0%	-11.8%	5.5%	-0.1
CCc1cccc(NC(=O)c2cccc3c2C(=O)N(C2CCCCC2)C3)c1	1.5%&-0.4%	0.4%&10.9%	?	6.4%&-2.1%	38.9%&22.6%[activator]	23.8%&26.4%	1.8%&-4.9%	-1.4%&-1.8%	-1.9&1.4
O=C(Nc1cccc(Cl)c1)N1CCC(CO)(CCOc2ccccc2)CC1	-1.1%	2.2%	-12.8%	-3.0%	19.1%	17.1%	8.3%	-2.8%	-2.0
C/C(=N/N=C(/C)c1cccs1)c1cccs1	-1.2%	-6.0%	-12.2%	-6.4%	42.8%[activator]	18.6%	-2.0%	-2.5%	-3.9
COc1cccc(NC(=O)CSC2=Nc3ccccc3C3=NC(CC(=O)NC4CCCCC4)C(=O)N23)c1 (centres undefined)	-2.0%	-5.0%	-0.6%	3.4%[57.1 µM]	19.6%	19.6%[57.1 µM]	-18.2%	4.0%	-3.4

The final 2 compounds of the section before come first, to join the parts.
SMILES	PGK inhibitor	Pin1 inhibitor	USP1-UAF1 inh	TrxR1 substrate	HP1b binding inh	rTrxR1 inhibitor	GLS inhibitor	IDH1 R132H inh	PI4K2A inh
C/C(=N/N=C(/C)c1cccs1)c1cccs1	-1.2%	-6.0%	-12.2%	-6.4%	42.8%[activator]	18.6%	-2.0%	-2.5%	-3.9
COc1cccc(NC(=O)CSC2=Nc3ccccc3C3=NC(CC(=O)NC4CCCCC4)C(=O)N23)c1 (centres undefined)	-2.0%	-5.0%	-0.6%	3.4%[57.1 µM]	19.6%	19.6%[57.1 µM]	-18.2%	4.0%	-3.4
CS(=O)(=O)c1ccc(-c2cn3cc(C(=O)O)ccc3n2)cc1	3.2%	-3.6%	-12.7%	112.5%[activator][57.1 µM]	39.0%	21.1%[57.1 µM]	-4.1%	3.5%	-5.7
COc1ccccc1C(=O)NCC(=O)OCC(=O)Nc1cccc(S(=O)(=O)N(C)C)c1	8.4%	-0.8%	-23.4%	3.7%[57.1 µM]	23.2%	12.2%[57.1 µM]	-3.2%	14.3%	3.2
CC(C)C1C(=O)N(Cc2cn(CC3CCCCC3)nn2)CCS(=O)(=O)N1Cc1ccc(-c2ccc(Cl)cc2)cc1 (centres undefined)	-6.3%	·	-24.6%	·	·	·	-1.3%	-2.8%	-4.6
CC(=O)c1ccc(N(C(=O)CNC(=O)c2ccco2)C(C(=O)NC2CCCC2)c2cccnc2)cc1 (centres undefined)	1.6%	1.9%	-22.7%	10.2%[57.1 µM]	16.4%	15.7%[57.1 µM]	-12.9%	-0.6%	-1.0
Cc1ccccc1NC(=O)c1ccccc1NC(=O)c1cccs1	-2.5%	1.9%	-9.3%	-0.2%[57.1 µM]	2.7%	-1.2%[57.1 µM]	-6.1%	5.0%	5.4
CC(Oc1ccc2c(c1)oc(=O)c1ccccc12)C(=O)NCCCN1CCOCC1 (centres undefined)	i	-6.2%	-10.9%	88.1%[activator]	28.5%	11.9%	-17.7%	-2.1%	27.2
CCn1c(=O)cc(SCC(=O)Nc2cccc(C)n2)c2ccccc21	-0.5%	0.0%	-23.1%	5.5%	45.6%[activator]	10.2%	-3.4%	0.0%	-2.3
CCOC(=O)C(C)Oc1c(C(=O)OC)sc2ncccc12 (centres undefined)	-10.1%	-1.5%	-7.4%	17.2%	31.0%	11.4%[57.1 µM]	4.5%	0.0%	-0.6
O=C(CSc1nnnn1C1CCCCC1)N1CCOCC1	i	-2.2%	-26.4%	-5.8%	-7.3%	1.2%	0.0%	0.3%	0.5
Cc1onc(NC(=O)NC(=O)c2c(F)cccc2Cl)c1Br	i	-2.7%	-17.1%	6.8%	59.0%[activator]	35.0%	-3.5%	8.8%	-8.8
c1ccc(Cn2nnc3c(N4CCCC4)ncnc32)cc1	i	-12.0%	-1.3%	-10.8%	11.0%	27.1%	-9.4%	1.6%	-2.7
CCCc1nc(NCCO)c(C#N)c2c1CCCC2	-3.3%	-7.2%	-15.9%	15.3%	27.9%	17.0%[57.1 µM]	0.9%	4.7%	1.2
Cn1cnnc1Sc1ccc(S(C)(=O)=O)cc1[N+](=O)[O-]	1.5%	5.3%	-23.5%	3.2%[57.1 µM]	12.8%	-1.3%[57.1 µM]	2.5%	0.8%	4.4
Cc1cc(C)nc(SCC(=O)N/N=C/c2cccs2)n1	-6.3%	-1.0%	1.0%	-9.8%	-3.5%	9.6%[57.1 µM]	-4.4%	24.3%	2.5
Cc1cc(-c2nnc3n2N=C(c2ccccc2)CS3)n[nH]1	0.8%	8.4%	4.6%	-3.6%	14.7%	1.8%[57.1 µM]	23.0%	-3.7%	-0.7
Cc1ccc2nc(-c3ccc(NC(=O)CN4C(=O)NC(C)(c5ccc(OC(F)F)cc5)C4=O)cc3)sc2c1 (centres undefined)	i	2.5%	-17.4%	32.7%[activator]	20.7%	-2.9%	-10.4%	1.4%	-0.8
COC(=O)C(Cc1ccccc1)OS(N)(=O)=O (centres undefined)	0.1%	-3.7%	-12.2%	4.4%[57.1 µM]	30.0%	0.6%[57.1 µM]	2.3%	-7.8%	-0.4
CCc1nnc(NC(=O)CSc2nnc(CNC(=O)c3ccc(OC)c(OC)c3)o2)s1	-2.1%	0.7%	5.5%	-2.7%	50.3%[activator]	14.4%	-11.1%	-1.2%	-2.5
CCCn1nnnc1SCC(=O)N1C(C)CCCC1C (centres undefined)	-2.6%	-4.7%	-0.3%	1.5%	-15.9%	20.1%	-4.2%	20.9%	2.2
CC(C)Oc1ccc(C(=O)/C(=C\c2cccs2)c2nc3ccccc3o2)cc1	7.7%	19.5%	-16.7%	1.3%[57.1 µM]	-4.0%	14.7%[57.1 µM]	-4.0%	3.6%	-0.2
CC(=O)Nc1cccc(OCC(=O)NC(C)c2ccc3ccccc3c2)c1 (centres undefined)	-5.9%	-5.3%	-19.5%	-3.2%	3.2%	8.9%	-10.8%	-1.5%	-4.8
Cn1ncc(Cl)c1C(=O)NCc1cc(C(C)(C)C)n[nH]1	-6.4%	-1.7%	4.0%	-0.8%	31.3%	9.3%	6.0%	1.6%	-9.5
C[C@H](CO)N1C[C@H](C)[C@@H](CN(C)S(=O)(=O)c2cccs2)Oc2ccc(NC(=O)C3CC3)cc2C1=O	7.8%	-10.8%	-27.4%	3.6%	37.1%	11.6%	0.0%	-7.1%	1.7
O=C(Nc1ccn(CCCNCc2ccc3c(c2)OCO3)c(=O)n1)OCc1ccccc1	3.7%	-4.0%	-5.9%	-0.3%	9.7%	0.7%	8.9%	-8.1%	-1.7
COc1ccc(CNC(=O)c2ccc(NS(=O)(=O)c3c(C)noc3C)cc2)cc1	-0.7%	-5.2%	-13.6%	-8.5%	46.3%	-10.6%	-0.6%	-2.9%	1.3
